L3MBTL1 block = qHTS Assay for the Inhibitors of L3MBTL1; AlphaScreen L3MBTL1–H3K9me1 peptide binding; Potency, µM (titrated, usually from 57.1 µM), for inactives: at the top dose activity, negative = inhibition, hits mostly inhibitors; actives 0.66% (n = 230,000); active means well fitted inhibition curve with a large enough effect; inconclusive means small, poorly fitted or top-dose-only effect; inactive means no such curve, though single readings can be large or run the other way; further: nearly all actives have a fitted effect of over 60% in size
Target sequence (Q9Y468 whole entry, looked up): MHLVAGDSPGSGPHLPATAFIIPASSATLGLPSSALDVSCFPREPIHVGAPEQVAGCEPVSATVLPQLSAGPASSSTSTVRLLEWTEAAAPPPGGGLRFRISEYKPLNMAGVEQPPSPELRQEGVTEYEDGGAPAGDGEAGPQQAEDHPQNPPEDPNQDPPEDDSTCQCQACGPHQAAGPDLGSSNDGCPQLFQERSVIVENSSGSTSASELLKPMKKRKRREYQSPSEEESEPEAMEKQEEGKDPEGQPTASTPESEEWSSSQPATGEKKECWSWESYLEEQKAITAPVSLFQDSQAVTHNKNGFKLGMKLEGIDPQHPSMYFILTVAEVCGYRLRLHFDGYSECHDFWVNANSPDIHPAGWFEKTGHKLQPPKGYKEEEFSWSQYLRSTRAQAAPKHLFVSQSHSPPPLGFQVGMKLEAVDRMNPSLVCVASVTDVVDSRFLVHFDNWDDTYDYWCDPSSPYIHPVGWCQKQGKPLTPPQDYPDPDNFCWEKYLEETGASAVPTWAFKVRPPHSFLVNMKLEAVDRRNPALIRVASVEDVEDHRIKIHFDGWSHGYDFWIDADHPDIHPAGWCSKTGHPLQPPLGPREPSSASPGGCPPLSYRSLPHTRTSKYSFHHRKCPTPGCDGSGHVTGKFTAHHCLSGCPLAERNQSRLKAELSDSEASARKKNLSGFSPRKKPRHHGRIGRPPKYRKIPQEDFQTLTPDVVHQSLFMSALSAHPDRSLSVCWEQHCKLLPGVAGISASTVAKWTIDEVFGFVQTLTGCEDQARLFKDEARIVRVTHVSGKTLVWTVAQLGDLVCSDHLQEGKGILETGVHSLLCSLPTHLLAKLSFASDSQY
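Displacement of a biotinylated histone H3(1-15) peptide monomethylated at Lys9 (75 nM) from L3MBTL1 (50 nM) was measured by AlphaScreen after a 30 min room-temperature compound incubation; cefsulodin titration served as intraplate control.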
The depositor's hits bear a star; ? = inconclusive; [ ] = remark or other dose. On the % scale 0 is the no-effect control and ±100 the full control effect; potency means the concentration at half of the fitted maximal effect. An excerpt; count on the stated rates, not on these rows.

SMILES	L3MBTL1 block
CN(C(=O)COC(=O)C1CCN(S(=O)(=O)c2c(Cl)cccc2Cl)CC1)C1CCCCC1	-2%
O=C(Cn1ncc(Cl)c(Cl)c1=O)NC1CCCCC1	-4%
CC(OC(=O)C1CCCC1)C(=O)Nc1ncc(Cl)cc1Cl (centres undefined)	-2%
CCCCOc1ccc(C(=O)NCCc2ccccc2)cc1	9%
COC(=O)C1CCN(C(=O)C2CCN(C(=O)[C@H](C)NS(=O)(=O)c3ccc(C)cc3)CC2)CC1	2%
Cc1onc(-c2ccccc2)c1C(=O)NNC(=O)c1ccccc1	8%
COc1ccc(CCNC(=O)COC(=O)c2ccc(C)s2)cc1OC	3%
Cc1cc(C(=O)NN=C2CCCCCCC2)c2ccccc2n1	5%
COc1ccc(CNC(=S)Nc2cccc(F)c2)cc1	33%[activator]
Cc1ccc(S(=O)(=O)N2CCOCC2)cc1C(=O)OCC(=O)NCCc1ccccc1	5%
O=C(Nc1ccc(Nc2ccccc2)cc1)c1ccccc1F	-7%
CC(C)N(C(=O)CSc1nnc(C2CC2)n1C1CC1)c1ccccc1	9%
CC1CCCCC1NC(=O)COC(=O)c1cc(=O)[nH]c2ccccc12 (centres undefined)	-4%
COC(=O)CN1C(=O)[C@H]2[C@@H](/C=C/c3ccccc3)N3C(=O)CN(CCO)C(=O)[C@@]3(Cc3ccccc3)[C@H]2C1=O	4%
O=C(COC(=O)c1ccc(Cl)nc1)Nc1ccc(Cl)cc1	2%
CCc1ccc(N=C2NC(=O)/C(=C/c3cc(OC)c(OC)c(OC)c3)S2)cc1	-4%
O=[N+]([O-])c1cccc(S(=O)(=O)N2CN(c3ccc(Br)cc3)c3nc4ccccc4nc32)c1	1%
Cc1cccc(-n2c(SCC(=O)N3CCN(c4ccccn4)CC3)nnc2N2CCOCC2)c1	1%
CCC1(c2ccc(F)cc2)NC(=O)N(CC(=O)NCC(=O)Nc2cccc(C)c2C)C1=O (centres undefined)	-6%
Cc1cccc(NS(=O)(=O)c2ccc(C(=O)NCC3(N4CCCCC4)CCCCC3)cc2)c1C	17%
COc1ccc(C(=O)Nc2ccc(N3CCCC3)cc2)cc1Br	-6%
Cc1cc(OCC(=O)Nc2cccc(S(=O)(=O)N3CCCCC3)c2)ccc1Cl	-1%
Cc1noc(C)c1NC(=O)N(C)C[C@H]1Oc2c(NC(=O)Nc3ccccc3)cccc2C(=O)N([C@H](C)CO)C[C@@H]1C	1%
CC(=O)Nc1ccc(C(=O)COC(=O)CCS(=O)(=O)c2ccccc2)cc1	-1%
CCc1cc(Cn2nc(C(=O)O)cc2-c2ccccc2)on1	5%

(listing goes on)
SMILES	L3MBTL1 block
Cc1ccc(S(=O)(=O)N2[C@@H](c3ccc4c(c3)OCO4)C(C(=O)O)=C[C@H]2CC2CCCC2)cc1	0%
CCN(c1cccc(C)c1)S(=O)(=O)c1cc2c3c(c1)CCN3C(=O)CC2	0%
Cc1ccc2cc(CN(CCc3ccccc3)C(=S)NCCCN(C)C)c(=O)[nH]c2c1	-6%
COc1ccc(CNC(=O)C(=O)NCCC2CCCCN2S(=O)(=O)c2ccc(C)cc2)cc1 (centres undefined)	-6%
Cc1ccc(C)c(S(=O)(=O)N2CCN(C(=O)C3CC3C)CC2)c1 (centres undefined)	2%
CN(Cc1ccccc1Cl)C(=O)CNC(=O)C12CC3CC(CC(C3)C1)C2	3%
Cc1ccc(CCN2CCN=C2Nc2ccccc2)cc1	-3%
CC(CN1CCCC1)OC(=O)Cc1ccc(Cl)cc1 (centres undefined)	6%
Cc1ccc(N2CC(NC(=O)C(=O)c3c[nH]c4ccccc34)CC2=O)cc1C (centres undefined)	2%
Cc1ccnc(Nc2nc(-c3ccc(O)c(O)c3)cs2)c1	-9%
CCOC(=O)C1=CN(Cc2ccco2)S(=O)(=O)N(CC)C1c1ccc(F)c(Cl)c1 (centres undefined)	-10%
COc1ccc(S(=O)(=O)N2CCc3ccccc32)cc1C(=O)N(CC(C)C)C1CCS(=O)(=O)C1 (centres undefined)	22%
CNc1snc(C)c1C(=O)OC(C)C(=O)c1ccc(F)cc1 (centres undefined)	?
CCOC(=O)c1ncn2c1[C@@H]1CCNC1C(=O)c1cc(OC)ccc1-2 (some centres undefined)	-2%
Cc1ccc(S(=O)(=O)N(CC(=O)NCc2ccccc2Cl)C(=O)N2CCN(C)CC2)cc1	3%
OCC[C@@H]1C[C@@H](O)[C@H](O)[C@]2(CCc3ccccc3O2)O1	-1%
NC(=O)CC(NC(=O)c1cccc(Br)c1)c1ccc(N2CCC(N3CCCCC3)CC2)c([N+](=O)[O-])c1 (centres undefined)	-2%
COc1cc(/C=C/C(=O)OCC(=O)Nc2ccc3c(c2)OCO3)ccc1O	-17%
O=C(COC(=O)c1ccco1)Nc1nnc(-c2ccccc2)o1	-19%
Cc1ccc(C)c(NC(=O)CSc2cccc3cccnc23)c1	8%
O=C(CCl)N1CCN(S(=O)(=O)c2ccc3c(c2)CCC3)CC1	6%
Cn1nc(N2CCN(S(=O)(=O)c3ccccc3)CC2)c(=O)n(C)c1=O	3%
O=C(Nc1cc(Cl)ccc1N1CCOCC1)c1ccc(F)c(S(=O)(=O)N2CCOCC2)c1	27%
Cc1ccc(NCC(=O)N2CCN(S(=O)(=O)c3ccccc3)CC2)cc1F	-4%
O=C(CNc1cccc([N+](=O)[O-])c1)N1CCN(S(=O)(=O)c2ccc(Cl)cc2)CC1	1%

More structures
SMILES	L3MBTL1 block
COc1ccc(NS(=O)(=O)c2ccc(C)c(C(=O)N(C)CC(=O)Nc3cccc(OC)c3)c2)cc1	-8%
O=S(=O)(c1cc(Cl)ccc1Cl)N1CCc2ccccc21	32%[activator]
CCCN(CC1CC1)C(=S)NC(=O)c1ccccc1Br	0%
COc1cc(OC)cc(-c2sc3ccc(OC)cc3c2C#CC2(N)CCCCC2)c1	-2%
COC(=O)[C@@]12CCCCN1[C@H](c1ccc(-c3cccc(Cl)c3)c(OC)c1)[C@@H]1C(=O)N(C)C(=O)[C@@H]12	-9%
Cc1cccc2c1NC(=O)C2(O)N1CCCC(C)C1 (centres undefined)	0%
COc1ccc2c(c1)OC[C@H]1[C@H]2N2C(=O)CN(Cc3ccc(F)cc3)C(=O)[C@@]2(C)[C@H]1c1ccccc1	-12%
CCOc1ccc(CCNC(=O)CN2C(=O)NC3(CCc4ccccc43)C2=O)cc1OCC (centres undefined)	-1%
COc1ccc(NS(=O)(=O)c2cccc(C(=O)N3CCN(c4ccccc4O)CC3)c2)cc1	-6%
c1ccc2[nH]c(Cn3nnc4ccccc43)nc2c1	-6%
O=C(CNc1ccccc1N1CCCC1=O)Nc1cc(C(F)(F)F)ccc1-n1cncn1	2%
COc1cccc(CNC(=O)c2ccc(S(=O)(=O)N3CCOCC3)cc2)c1	5%
Cc1noc(C)c1CSCC(=O)Nc1nc2ccc(S(C)(=O)=O)cc2s1	-6%
COc1ccc(C(N)=O)c(OCC(=O)Nc2cc(C)on2)c1	9%
CC(=O)Nc1nc2cc([N+](=O)[O-])ccc2s1	8%
O=C(Nc1cc(S(=O)(=O)N2CCOCC2)ccc1Oc1ccc(F)cc1)C1=COCCO1	-8%
CCOc1nc(Nc2ccccc2)nc(OCC)n1	-4%
O=C(CN1C(=O)NC2(CCc3ccccc32)C1=O)NCc1ccc(F)cc1 (centres undefined)	3%
C[C@H](CO)N1C[C@H](C)[C@@H](CN(C)S(=O)(=O)c2ccc(F)cc2)Oc2c(NC(=O)Nc3ccccc3)cccc2C1=O	5%
CCCCCCN1C(=O)CC(NC(=O)OCC2c3ccccc3-c3ccccc32)C/C=C\C1C(C)C (centres undefined)	-3%
Cc1ccc(C)c(OCCC(=O)OCC(=O)N2CCN(S(=O)(=O)c3ccc(Cl)cc3)CC2)c1	3%
COc1ccc(NCc2nc3ccccc3n2C)cc1	-23%
Cc1ccc(NC(=O)C2CCN(S(=O)(=O)c3ccc4c(c3)OCCCO4)CC2)nc1	1%
COc1cccc(NC(=O)c2c(C)nn(-c3ccccc3)c2Cl)c1	6%
O=C1N[C@H]2CC=C[C@H]2N(Cc2cccs2)c2ccccc21	-6%

Remaining list, next part.
SMILES	L3MBTL1 block
COc1cc(C(C)=O)ccc1Oc1cc(NN2CCCCC2)c([N+](=O)[O-])cc1[N+](=O)[O-]	-13%
CCCCCOc1ccc(C(=O)Nc2ccc(N3CCOCC3)cc2N2CCOCC2)cc1	0%
O=C(O)c1[nH]c2ccccc2c1C(c1c(F)cccc1Cl)c1c(C(=O)O)[nH]c2ccccc12	5%
CN(C(=O)COC(=O)c1ccc(Br)c([N+](=O)[O-])c1)c1c(N)n(Cc2ccccc2)c(=O)[nH]c1=O	-7%
CC(C)c1ccc2[nH]c3c(c2c1)[C@@H]1CCN2C(=O)CCC[C@H](C3)[C@H]12	-4%
C[C@H](CO)N1C[C@H](C)[C@@H](CN(C)C(=O)Nc2ccc(C(F)(F)F)cc2)Oc2ccc(NC(=O)Cc3ccccc3)cc2C1=O	6%
COc1ccc(C(=O)c2nccc3cc(OC)c(OC)cc23)cc1OC	?
CC(Oc1ccc(C#N)cc1)C(=O)NC1CCCC1 (centres undefined)	-1%
CC1CCN(CC(=O)Nc2ccc(C(=O)N3CCCCC3)cc2)CC1	-3%
C[C@H](NC(=O)c1cccc([N+](=O)[O-])c1)C(=O)OCC(=O)c1ccccc1Br	2%
COc1ccc(NC(=O)CN(C)C(=O)c2cn(-c3ccccc3)nc2-c2ccc(Cl)cc2)cc1	-11%
O=C1COc2ccc(C(=O)COC(=O)c3c(F)cccc3Cl)cc2N1	2%
NS(=O)(=O)c1ccc(-c2ccc(C=C3C(=O)c4ccccc4C3=O)o2)cc1	2%
COc1ccc(C2CC(c3ccc(Cl)cc3)=NN2C(C)=O)cc1 (centres undefined)	-7%
Cc1csc(=O)n1CC(=O)Nc1nc2ccccc2s1	-4%
CC(C)CNC(=S)N1CCC(C(=O)c2ccc(F)cc2)CC1	5%
COc1cccc(NC(=O)CN(C)C(=O)c2ccc(COc3ccccc3)o2)c1	-1%
Cc1c(C(=O)N2CCCC(C(F)(F)F)C2)oc2ccccc12 (centres undefined)	5%
CC1CC(C)CN(C(=O)c2cc(S(=O)(=O)N3CCCCC3)ccc2Cl)C1 (centres undefined)	3%
Cc1ccc(NC(=S)NC(=O)c2cccs2)cc1F	-3%
O=C1Nc2ccc(Cl)cc2C12OCCCO2	5%
CC(C)NC(=O)CSc1ccccc1C(=O)NNC(=O)Cn1ccc(C(F)(F)F)n1	1%
Cc1cc(C)c2nc(N(CCCN(C)C)C(=O)c3ccc4c(c3)OCCO4)sc2c1	-5%
Cc1ccc(OCCn2cncn2)c([N+](=O)[O-])c1	4%
Cc1cc(NC(=O)c2cccnc2)ccc1Br	5%

(continued)
SMILES	L3MBTL1 block
CC1=NN(C(C#N)c2ccccc2C)C(c2ccccc2)C1 (centres undefined)	5%
CC(C)(C)OC(=O)C[C@@H]1C/C=C\C[C@@H](CC(=O)N(CCO)Cc2ccccc2)C(=O)NC[C@@H](c2ccccc2)OC1=O	-6%
CN(C)C(=O)CSc1ncccc1-c1nc2ccccc2[nH]1	1%
CCOc1ccc(C(C)=O)cc1COC(=O)CNC(=O)c1cccs1	2%
CN(C(=O)c1cccc(NC(=O)Cc2cccc([N+](=O)[O-])c2)c1)C1CCCC1	-2%
Cc1cccc(OCC(=O)NNC(=O)C2CCN(c3ncnc4sc(C)c(C)c34)CC2)c1	-1%
Cc1ccc(S(=O)(=O)N(C)CC(=O)OCC(=O)c2ccc3c(c2)NC(=O)CO3)cc1	6%
CCCCC[C@H]1CN(Cc2ccccc2)C(=O)[C@@H]1CC(=O)NCc1ccc(OC)cc1	6%
Cc1ccc(C(=O)NCc2ccc3c(c2)OCO3)c(C)c1	2%
COc1ccc(S(=O)(=O)N2CCCCCC2)cc1C(=O)OCc1cccc(OC)c1OC	3%
CCNc1nc(NCC)n2c(SCC(=O)Nc3cc(OC)ccc3OC)nnc2n1	-5%
Cc1ccc(NC(=O)c2cc3ccccc3o2)cc1	-7%

For reference, 19 of the compounds above.
SMILES	L3MBTL1 block
CC1CC(C)CN(C(=O)c2cc(S(=O)(=O)N3CCCCC3)ccc2Cl)C1 (centres undefined)	3%
Cc1ccc(NC(=S)NC(=O)c2cccs2)cc1F	-3%
O=C1Nc2ccc(Cl)cc2C12OCCCO2	5%
CC(C)NC(=O)CSc1ccccc1C(=O)NNC(=O)Cn1ccc(C(F)(F)F)n1	1%
Cc1cc(C)c2nc(N(CCCN(C)C)C(=O)c3ccc4c(c3)OCCO4)sc2c1	-5%
Cc1ccc(OCCn2cncn2)c([N+](=O)[O-])c1	4%
Cc1cc(NC(=O)c2cccnc2)ccc1Br	5%
CC1=NN(C(C#N)c2ccccc2C)C(c2ccccc2)C1 (centres undefined)	5%
CC(C)(C)OC(=O)C[C@@H]1C/C=C\C[C@@H](CC(=O)N(CCO)Cc2ccccc2)C(=O)NC[C@@H](c2ccccc2)OC1=O	-6%
CN(C)C(=O)CSc1ncccc1-c1nc2ccccc2[nH]1	1%
CCOc1ccc(C(C)=O)cc1COC(=O)CNC(=O)c1cccs1	2%
CN(C(=O)c1cccc(NC(=O)Cc2cccc([N+](=O)[O-])c2)c1)C1CCCC1	-2%
Cc1cccc(OCC(=O)NNC(=O)C2CCN(c3ncnc4sc(C)c(C)c34)CC2)c1	-1%
Cc1ccc(S(=O)(=O)N(C)CC(=O)OCC(=O)c2ccc3c(c2)NC(=O)CO3)cc1	6%
CCCCC[C@H]1CN(Cc2ccccc2)C(=O)[C@@H]1CC(=O)NCc1ccc(OC)cc1	6%
Cc1ccc(C(=O)NCc2ccc3c(c2)OCO3)c(C)c1	2%
COc1ccc(S(=O)(=O)N2CCCCCC2)cc1C(=O)OCc1cccc(OC)c1OC	3%
CCNc1nc(NCC)n2c(SCC(=O)Nc3cc(OC)ccc3OC)nnc2n1	-5%
Cc1ccc(NC(=O)c2cc3ccccc3o2)cc1	-7%

High-throughput results as filed in PubChem.
